# TLR9-MyD88 inh = blocks human TLR9 binding to MyD88 | Q9NR96+Q99836 | CHO BLA complementation TLR9-MyD88, CCF4 FRET ratio | inhibition, % at 4.98 µM | actives 0.21% (n = 340,000) | AID 504734;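 active = inhibition above the mean over all tested compounds plus 3 SD, cut at about 21% in these data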;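 also: 0% = DMSO only wells and 100% = clavulanate BLA inhibitor control wells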
# NCOA2 inhibitor = human SRC2 (NCOA2) inhibition | Q15596 | HEK293 GAL4-SRC2 luciferase reporter, luminescence | inhibition, % at 9 µM | actives 0.17% (n = 370,000);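 active = inhibition above the mean inhibition of all tested compounds plus 3 SD, set per campaign, cut at about 52% in these data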;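 also: 0% = DMSO treated cells and 100% = cells given Gossypol at 36 µM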
# COUP-TFII inh = inhibitors of human COUP-TFII (NR2F2); P24468; actives 0.7% (n = 370,000); AID 686940; HEK293T NGFI-A luciferase reporter, luminescence; inhibition, % at 8.6 µM;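 active = inhibition above a per-plate cutoff, mean inhibition of test wells between control levels plus 3 SD, cut at about 38% in these data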;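 also: cells cotransfected with COUP-TFII expression vector driving the NGFI-A reporter; 0% = median of COUP-TF2 test wells and 100% = reporter-only cells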
# Target sequence (P24468 whole entry, looked up): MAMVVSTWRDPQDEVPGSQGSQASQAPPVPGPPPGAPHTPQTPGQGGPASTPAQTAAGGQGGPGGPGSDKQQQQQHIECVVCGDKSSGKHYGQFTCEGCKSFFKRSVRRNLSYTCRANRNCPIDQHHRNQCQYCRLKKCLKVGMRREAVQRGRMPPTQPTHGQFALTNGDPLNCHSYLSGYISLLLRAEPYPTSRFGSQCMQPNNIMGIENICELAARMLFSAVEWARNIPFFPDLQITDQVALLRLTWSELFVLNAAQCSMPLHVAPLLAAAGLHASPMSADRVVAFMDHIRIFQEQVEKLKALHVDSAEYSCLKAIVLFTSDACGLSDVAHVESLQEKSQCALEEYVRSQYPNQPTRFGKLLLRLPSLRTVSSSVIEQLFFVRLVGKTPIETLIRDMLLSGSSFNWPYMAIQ
# TROY signal inh = TROY signaling inhibition; AID 1347056; actives 0.98% (n = 360,000); Q293 LMP1-TROYcd NF-kB luciferase reporter, 4 h; inhibition, % at 10 µM;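 active = compounds whose plate-normalised and pattern-corrected inhibition of the luciferase reporter signal at the single screening dose is 50% or more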
# SRC1 inh = inhibitors of human steroid receptor coactivator 1 (SRC1); actives 0.12% (n = 360,000); inhibition, % at 3.6 µM; HEK293 GAL4-SRC1 luciferase reporter, luminescence;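 active = inhibition above the campaign mean plus 3 SD, with each screening campaign given its own cutoff, cut at about 60% in these data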;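 also: 0% = DMSO treated cells and 100% = gossypol at 36 µM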
# Granule exo inh = blocks lytic granule exocytosis | actives 0.66% (n = 360,000) | inhibition, % at 10 µM | TALL-104 LAMP-1 surface exposure, flow cytometry; cells stimulated with thapsigargin and PMA;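 active = inhibition above about 55%, limit read from the data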
# LRH-1 inv ag = NR5A2 inverse agonism in reporter assay; HEK293T StAR-luciferase reporter, LRH-1 transfected, 24 h; inhibition, % at 3.6 µM; actives 0.13% (n = 360,000); AID 602396;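 active = inhibition above the mean inhibition of all tested compounds plus 3 SD, cut at about 73% in these data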;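 also: 0% = DMSO wells and 100% = reporter-only cells lacking LRH-1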
# Target sequence (O00482 whole entry, looked up): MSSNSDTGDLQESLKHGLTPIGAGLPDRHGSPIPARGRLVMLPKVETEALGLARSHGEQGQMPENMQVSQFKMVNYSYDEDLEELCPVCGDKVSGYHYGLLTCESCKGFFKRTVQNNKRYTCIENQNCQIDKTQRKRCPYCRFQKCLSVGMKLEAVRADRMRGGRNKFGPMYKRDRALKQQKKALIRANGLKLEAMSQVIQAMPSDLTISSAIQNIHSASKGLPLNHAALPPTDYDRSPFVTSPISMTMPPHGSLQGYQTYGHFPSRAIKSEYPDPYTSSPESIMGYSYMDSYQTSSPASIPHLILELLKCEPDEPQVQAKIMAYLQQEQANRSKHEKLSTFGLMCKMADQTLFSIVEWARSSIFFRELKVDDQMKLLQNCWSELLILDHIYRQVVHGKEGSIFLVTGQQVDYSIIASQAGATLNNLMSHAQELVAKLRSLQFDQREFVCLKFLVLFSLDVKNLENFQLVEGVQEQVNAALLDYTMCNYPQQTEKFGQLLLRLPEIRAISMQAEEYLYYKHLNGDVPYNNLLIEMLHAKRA
# NOD2 RIPK2 PPI = NOD2-RIPK2 protein interaction inhibition; O43353; CHO BLA complementation NOD2-RIPK2, CCF4 ratio; inhibition, % at 4.98 µM; actives 0.38% (n = 360,000); in the data active = inhibition above about 21%;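 also: 0% = vehicle only and 100% = reference blocker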
# ABHD5 PLIN5 PPI = ABHD5-PLIN5 protein interaction inhibition. Q00G26+Q8WTS1. Split G. princeps luciferase complementation, luminescence, 4 h. inhibition, % at 4 µM. actives 0.78% (n = 360,000). AID 602281;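 active = inhibition above the mean inhibition across every tested compound plus 3 SD, cut at about 22% in these data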;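 also: 0% = DMSO only wells and the 100% control is not disclosed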
# SRC3 inh = inhibits human SRC3 coactivator | Q9Y6Q9 | HEK293 GAL4-SRC3 luciferase reporter, luminescence | AID 588352 | actives 0.17% (n = 360,000) | inhibition, % at 3.6 µM;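 active = inhibition above a per-campaign cutoff, the mean of all compounds plus 3 SD, cut at about 60% in these data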;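 also: 0% = DMSO-treated cells and 100% = gossypol-treated cells at 36 µM; higher means less SRC3-driven luciferase light from the GAL4 reporter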
# TWEAK-Fn14 inh = blocks TWEAK-Fn14 interaction in a reporter cell assay; TWEAK-stimulated Fn14 reporter cells, luciferase luminescence, 8 h; inhibition, % at 10 µM; actives 2% (n = 360,000); AID 1159606; in the data active = inhibition above about 50%
# The depositor's hits bear a star; . = not tested or not shown. An excerpt (hit frequency here may not be typical).
SMILES,TLR9-MyD88 inh,NCOA2 inhibitor,COUP-TFII inh,TROY signal inh,SRC1 inh,Granule exo inh,LRH-1 inv ag,NOD2 RIPK2 PPI,ABHD5 PLIN5 PPI,SRC3 inh,TWEAK-Fn14 inh
CCCN(c1ccc(OCC)cc1)S(=O)(=O)c1ccc2c(c1)NC(=O)CO2,-15,15,-1,0,10,-17,-27,-8,0,-3,3
C[C@H](O)[C@@H]1C(=O)N2CCc3ccc(-c4cccc(F)c4)cc3[C@@H]2C[C@@H]1N(C)C(=O)C(C)(C)C,6,-18,5,13,-1,2,10,2,10,-16,1
CC(CCn1cccn1)NC(=O)c1cc(COc2ccc(F)cc2Cl)on1 (stereo unspecified),1,-45,0,6,5,-7,4,-2,6,5,8
CCNC(=S)N(Cc1cc2cc(C)ccc2[nH]c1=O)C1CCCC1,10,-26,2,-17,-22,-1,-15,5,-1,6,-6
COc1ccc(NC(=O)c2ccc3nc[nH]c3c2)c(OC)c1,-5,13,-16,-1,-7,3,-49,-5,-4,2,4
O=C(CCN1C(=O)COc2ccccc21)NCc1cccs1,8,-38,4,-6,-3,5,-9,-4,-2,17,3
O=C(NC12CC3CC(CC(C3)C1)C2)c1cc(F)c(F)c(F)c1F,7,-1,-1,-5,12,-12,2,1,-4,4,-6
CC(/C=N/NC(=O)c1ccncc1)=C\c1ccc(C(C)C)cc1,0,-19,6,14,-47,2,-4,-3,-4,-33,23
O=C(NCc1cccnc1)/C(=C\c1ccc(-c2ccc(Br)cc2)o1)S(=O)(=O)c1ccccc1,-6,52,56*,83*,49,83*,61,33*,73*,84*,100*
CC(=O)N1CCN(c2ccccc2NC(=O)COc2cc(C)cc(C)c2)CC1,-7,-5,7,-11,13,6,-13,-10,4,13,41
O=[N+]([O-])c1cc(/C=N/O)ccc1Oc1cccc(Cl)c1,-1,-15,7,6,-17,0,17,-4,3,4,-17
CS(=O)(=O)c1ccc(C(=O)NCCN2C(=O)S/C(=C\c3cccnc3)C2=O)cc1[N+](=O)[O-],15,-31,-75,15,-73,-1,-46,2,56*,-36,83*
CC(C)Oc1ccc(C(=O)O)cc1,1,-9,7,2,4,-20,11,-9,10,1,-16
Cc1cccc(NC(=O)CSc2nnc(C)c(=O)n2N)c1,1,14,13,8,8,43,-2,0,-2,6,19
Cc1ccc(C(=O)C2CCN(S(=O)(=O)c3c(C)noc3C)CC2)cc1,.,8,11,3,8,-2,10,-7,-3,18,-10
C=CCNC(=O)CC1C(=O)NCCN1Cc1c(F)cccc1Cl (stereo unspecified),-4,5,-3,15,-8,-1,-5,7,2,4,6
CCOC(=O)C1=C(C)N=c2s/c(=C\c3ccc(C(=O)O)cc3)c(=O)n2C1c1ccc(OC)cc1OC (stereo unspecified),4,15,4,-3,-20,-6,7,2,3,11,7
CC(C)(CO)Nc1ncnc2onc(-c3ccc(F)cc3)c12,-13,-1,-5,-2,-27,8,-13,1,-7,-5,18
COCCCn1c(SCC(=O)N2CCCC2=O)nc2ccccc2c1=O,-2,0,-1,-4,6,3,9,-1,-5,2,-1
Cc1cnc(C(=O)OCC(=O)NCc2ccc(Cl)cc2)cn1,-9,6,-1,13,-5,4,-2,-7,3,-8,4

# 11 compounds out of the list, ordered by length of the SMILES, falling:
SMILES,TLR9-MyD88 inh,NCOA2 inhibitor,COUP-TFII inh,TROY signal inh,SRC1 inh,Granule exo inh,LRH-1 inv ag,NOD2 RIPK2 PPI,ABHD5 PLIN5 PPI,SRC3 inh,TWEAK-Fn14 inh
CS(=O)(=O)c1ccc(C(=O)NCCN2C(=O)S/C(=C\c3cccnc3)C2=O)cc1[N+](=O)[O-],15,-31,-75,15,-73,-1,-46,2,56*,-36,83*
CCOC(=O)C1=C(C)N=c2s/c(=C\c3ccc(C(=O)O)cc3)c(=O)n2C1c1ccc(OC)cc1OC (stereo unspecified),4,15,4,-3,-20,-6,7,2,3,11,7
O=C(NCc1cccnc1)/C(=C\c1ccc(-c2ccc(Br)cc2)o1)S(=O)(=O)c1ccccc1,-6,52,56*,83*,49,83*,61,33*,73*,84*,100*
Cc1ccc(C(=O)C2CCN(S(=O)(=O)c3c(C)noc3C)CC2)cc1,.,8,11,3,8,-2,10,-7,-3,18,-10
O=C(NC12CC3CC(CC(C3)C1)C2)c1cc(F)c(F)c(F)c1F,7,-1,-1,-5,12,-12,2,1,-4,4,-6
CC(CCn1cccn1)NC(=O)c1cc(COc2ccc(F)cc2Cl)on1 (stereo unspecified),1,-45,0,6,5,-7,4,-2,6,5,8
O=[N+]([O-])c1cc(/C=N/O)ccc1Oc1cccc(Cl)c1,-1,-15,7,6,-17,0,17,-4,3,4,-17
C=CCNC(=O)CC1C(=O)NCCN1Cc1c(F)cccc1Cl (stereo unspecified),-4,5,-3,15,-8,-1,-5,7,2,4,6
Cc1cccc(NC(=O)CSc2nnc(C)c(=O)n2N)c1,1,14,13,8,8,43,-2,0,-2,6,19
O=C(CCN1C(=O)COc2ccccc21)NCc1cccs1,8,-38,4,-6,-3,5,-9,-4,-2,17,3
CC(C)Oc1ccc(C(=O)O)cc1,1,-9,7,2,4,-20,11,-9,10,1,-16

# Other records
SMILES,TLR9-MyD88 inh,NCOA2 inhibitor,COUP-TFII inh,TROY signal inh,SRC1 inh,Granule exo inh,LRH-1 inv ag,NOD2 RIPK2 PPI,ABHD5 PLIN5 PPI,SRC3 inh,TWEAK-Fn14 inh
CN(Cc1ccc(F)cc1)C(=O)c1cccc(S(=O)(=O)N2CCN(Cc3ccccc3)CC2)c1,1,4,17,0,-2,13,1,3,4,7,14
COCCCn1c(C2CCCCC2)nc2oc3cc(OC)ccc3c(=O)c2c1=O,2,-19,10,-4,2,-4,14,1,2,7,-19
COC(=O)c1cccc(NC(=O)Cn2cnc3ccccc3c2=O)c1,2,8,-2,-16,-39,-3,6,1,-6,9,22
O=C(NCc1ccccc1)C(c1cccnc1)N(C(=O)c1ccccn1)c1ccccc1F (stereo unspecified),-3,-14,8,-8,-13,16,12,-8,4,-4,5
CC(=O)c1ccc(C(=O)N(C)C2CCCN(Cc3ccccc3F)C2)s1 (stereo unspecified),-10,-4,-1,8,11,2,-24,-11,6,-16,-14
COc1cc(/C=C2\C(=N)N3N=C(C(C)C)SC3=NC2=O)ccc1OCCOc1ccc(NC(C)=O)cc1,0,20,7,5,-23,-4,-4,0,-13,3,3
COc1cccc(/C=N/N2CCOCC2)c1O,-3,-39,-33,-32,-113,-1,-62,-4,-8,-43,7
N#C/C(=C/c1ccc(N2CCCCC2)o1)C(=O)NCCc1c[nH]c2ccccc12,4,23,9,-8,1,4,-3,8,19,5,37
COc1ccccc1NC(=O)C1CC(O)CN1C(=O)Oc1ccccc1 (stereo unspecified),-12,-30,-13,-17,-18,-11,-9,-9,-6,13,-10
Cc1cc(-c2nc3ncccc3o2)ccc1N,5,-26,-35,-40,-77,0,-66,0,2,-37,-15
CCOc1ccc(N2C(=O)C3C(c4ccc(O)cc4)NC(CCSC)(C(=O)OC)C3C2=O)cc1 (stereo unspecified),-2,-15,-2,7,-2,2,5,-13,5,8,-38
CC(C)COc1ccc(C(=O)Nc2sc3c(c2C(=O)O)CC(C)(C)OC3)cc1,12,-4,11,28,-24,2,14,-2,-5,55,25
NC(=O)CC(NC(=O)c1ccc(Br)cc1)c1ccc(N2CCCCCC2)c([N+](=O)[O-])c1 (stereo unspecified),11,38,15,3,-1,-7,22,-3,4,20,38
CN(C)S(=O)(=O)c1ccc(NC(=O)CCNC(=O)c2ccco2)cc1,-13,9,7,-20,2,-13,-25,-5,-6,-14,14
C[C@H](CO)N1C[C@H](C)[C@@H](CN(C)S(=O)(=O)c2ccc3ccccc3c2)OCc2cnnn2CCCC1=O,3,-3,15,-7,4,1,22,-13,10,4,2
Cc1ccc(CCNC(=O)CN2C(=O)CSc3ccc(S(=O)(=O)N4CCOCC4)cc32)cc1,5,-28,0,-14,-19,-1,8,1,-8,11,-1
CC(C)Cn1cc(C(=O)NCc2cccs2)c2c3ccccc3n(C)c2c1=O,3,0,6,13,6,-2,14,2,5,16,10
Cn1c(CSCc2ccc(Cl)cc2)n[nH]c1=S,2,9,6,-13,-2,-7,-6,-1,-5,19,11
CC(NC(=O)c1cc(F)c(F)c(F)c1F)c1ccc(-n2ccnc2)cc1 (stereo unspecified),-5,-5,8,-4,-13,-6,2,-12,1,0,0
CSc1ccccc1NC(=O)C1=COCCO1,-5,2,-9,3,-14,-1,-1,-8,0,-6,-9

# Reformatted: entries from further up
# Values in the order: TLR9-MyD88 inh | NCOA2 inhibitor | COUP-TFII inh | TROY signal inh | SRC1 inh | Granule exo inh | LRH-1 inv ag | NOD2 RIPK2 PPI | ABHD5 PLIN5 PPI | SRC3 inh | TWEAK-Fn14 inh
- CC(=O)c1ccc(C(=O)N(C)C2CCCN(Cc3ccccc3F)C2)s1 (stereo unspecified)
→ -10 | -4 | -1 | 8 | 11 | 2 | -24 | -11 | 6 | -16 | -14
- Cc1ccc(CCNC(=O)CN2C(=O)CSc3ccc(S(=O)(=O)N4CCOCC4)cc32)cc1
→ 5 | -28 | 0 | -14 | -19 | -1 | 8 | 1 | -8 | 11 | -1

# Going on with the list.
SMILES,TLR9-MyD88 inh,NCOA2 inhibitor,COUP-TFII inh,TROY signal inh,SRC1 inh,Granule exo inh,LRH-1 inv ag,NOD2 RIPK2 PPI,ABHD5 PLIN5 PPI,SRC3 inh,TWEAK-Fn14 inh
O=C(Nc1cc(Cl)ccc1N1CCOCC1)C1CC1,-1,-5,-1,-5,-9,0,-10,-9,4,16,1
CC(C)CCn1c(CN2CCN(c3cccc(Cl)c3)CC2)nc2c1c(=O)n(C)c(=O)n2C,-6,-20,-30,33,-22,4,-1,-10,-3,-3,3
CCn1ncc(C2=NOC(C(=O)Nc3ccc4c(c3)OCO4)C2)c1C (stereo unspecified),-1,-26,8,-12,8,-2,-21,-18,0,11,-11
CCC(c1nnc(SCC(=O)NC2CCCCC2)n1Cc1ccccc1)N(C)C (stereo unspecified),-9,-3,4,10,-5,1,12,-17,6,9,-7
Cc1ccc(N2C(=O)c3ccccc3C2C(=O)c2ccc(O)cc2O)cc1 (stereo unspecified),4,1,8,-54,4,11,20,-8,-5,4,1
Cc1nn(-c2ccc(F)cc2)c(C)c1CN1CCN(Cc2ccccc2)C(CCO)C1 (stereo unspecified),-14,17,-10,17,3,0,-6,2,-11,-5,14
O=C(Nc1ccc(Br)cc1F)c1ccc2c(c1)N(Cc1ccccc1)C(=O)CS2=O (stereo unspecified),-2,1,-3,32,9,3,4,0,-7,3,49
COc1ccc(OC)c(NC(=O)CSc2ncnc3c2cnn3-c2ccccc2Cl)c1,4,.,.,40,22,11,3,-3,2,24,74*
O=S(=O)(Cc1ccccc1)N1CCN(c2ncccn2)CC1,-6,17,-6,-2,2,-3,-3,-11,-5,0,3
COc1ccc(OC)c(NS(=O)(=O)c2cccc3cccnc23)c1,-12,-8,6,12,2,-2,7,-9,-3,9,7
O=S(=O)(c1cccc(C(F)(F)F)c1)N1CCC(c2nc3ccccc3[nH]2)CC1,-2,-9,1,-25,10,13,16,-3,-10,-1,11

# Screening data from PubChem.
